# Assay outcomes deposited in PubChem by National Center for Advancing Translational Sciences (NCATS).
# KDM5B inhibitor: Primary screen for KDM5B Histone Demethylases FDH-coupled qHTS; Lysine-specific demethylase 5B (Homo sapiens), Q9UGL1; KDM5B demethylase, FDH-coupled NADH fluorescence (FDH is formaldehyde dehydrogenase); Potency, µM (series often up to 57.7 µM), for the others: at the top dose activity change, negative = inhibition, hits mostly inhibitors; 220,000 tested, 2.6% active; AID 1347165, 2019; active means well fitted inhibition curve with a large enough effect; inconclusive means small, poorly fitted or top-dose-only effect; inactive means no such curve, though single readings can be large or run the other way; further: 0% is about no effect; nearly all actives have a fitted effect of over 70% in size
# Target sequence (Q9UGL1 whole entry, looked up): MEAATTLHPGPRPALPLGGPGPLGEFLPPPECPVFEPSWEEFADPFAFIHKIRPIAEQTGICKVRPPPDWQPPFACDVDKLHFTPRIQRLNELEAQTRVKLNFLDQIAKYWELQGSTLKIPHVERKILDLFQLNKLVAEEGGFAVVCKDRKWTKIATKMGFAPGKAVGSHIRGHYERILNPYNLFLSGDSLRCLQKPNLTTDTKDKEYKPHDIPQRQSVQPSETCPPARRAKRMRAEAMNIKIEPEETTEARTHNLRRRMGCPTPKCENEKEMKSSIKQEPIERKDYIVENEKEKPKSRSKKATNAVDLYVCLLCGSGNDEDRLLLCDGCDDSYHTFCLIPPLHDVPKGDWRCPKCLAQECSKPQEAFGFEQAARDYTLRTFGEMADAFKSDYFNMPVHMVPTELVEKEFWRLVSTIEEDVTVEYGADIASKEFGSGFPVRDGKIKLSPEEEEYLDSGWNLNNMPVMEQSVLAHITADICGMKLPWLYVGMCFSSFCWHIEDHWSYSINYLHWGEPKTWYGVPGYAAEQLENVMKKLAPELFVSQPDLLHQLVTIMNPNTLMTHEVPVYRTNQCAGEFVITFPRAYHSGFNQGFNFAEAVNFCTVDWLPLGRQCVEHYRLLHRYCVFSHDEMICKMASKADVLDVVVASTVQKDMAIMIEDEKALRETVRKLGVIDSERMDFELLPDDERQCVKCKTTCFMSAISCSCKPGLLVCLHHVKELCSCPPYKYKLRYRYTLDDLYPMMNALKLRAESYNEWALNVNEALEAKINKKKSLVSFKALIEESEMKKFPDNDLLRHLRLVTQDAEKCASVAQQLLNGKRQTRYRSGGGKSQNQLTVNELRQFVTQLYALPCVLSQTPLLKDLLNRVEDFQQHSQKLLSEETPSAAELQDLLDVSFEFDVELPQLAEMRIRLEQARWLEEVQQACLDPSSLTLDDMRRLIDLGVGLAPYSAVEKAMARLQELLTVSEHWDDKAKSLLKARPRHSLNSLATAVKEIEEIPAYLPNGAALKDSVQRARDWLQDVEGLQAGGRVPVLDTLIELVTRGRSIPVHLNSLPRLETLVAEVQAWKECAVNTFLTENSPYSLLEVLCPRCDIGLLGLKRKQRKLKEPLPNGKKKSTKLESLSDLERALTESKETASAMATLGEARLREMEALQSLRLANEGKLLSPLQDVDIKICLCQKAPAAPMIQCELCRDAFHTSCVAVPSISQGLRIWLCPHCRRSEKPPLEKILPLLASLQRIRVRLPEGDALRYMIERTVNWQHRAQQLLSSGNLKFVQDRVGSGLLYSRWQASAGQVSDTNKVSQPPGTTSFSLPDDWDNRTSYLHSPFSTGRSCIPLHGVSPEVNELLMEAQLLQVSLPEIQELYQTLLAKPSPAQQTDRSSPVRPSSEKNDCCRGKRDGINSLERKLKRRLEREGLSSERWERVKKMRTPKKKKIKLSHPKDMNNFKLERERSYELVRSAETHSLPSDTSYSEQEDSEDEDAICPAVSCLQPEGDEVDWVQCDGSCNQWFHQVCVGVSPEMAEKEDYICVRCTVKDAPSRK
#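 Compound dilutions met 200 nM (final) KDM5BΔAP for 10 min at room temperature before substrate addition. The substrate mix held 12.5 µM H3K4me3 with cofactors 25 µM α-ketoglutarate and 50 µM Fe²⁺. NADH signal gain over 30 min defined activity.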
# * hit, by the source's call; ? = inconclusive; [ ] = another dose, or the depositor's remark. Potency means the concentration at half of the fitted maximal effect. Some of the compounds tested (hit frequency here may not be typical).
structure,KDM5B inhibitor
CCN(CCNC(=O)CC1CCN(c2ccnc(OC)n2)CC1)Cc1ccccc1,-8%
NC(=S)NN=C1CCCCCCCCCCCCC1,?
CSc1ncc(Cl)c(C(=O)Nc2c(C)cccc2C)n1,31%
CCC(CC)NC(=O)c1c(OCC2CC2)cc(=O)n2c1CCCCC2,-10%
CCCc1ncc(C(O)c2ccc(OC)cc2)n1C (stereo not drawn),1%
CCCC1c2nccn2CCCN1C(=O)c1cn2ccccc2n1 (stereo not drawn),10%
COCCN1CCC(N2CCN(S(=O)(=O)Cc3ccccc3)CC2)C1=O (stereo not drawn),10%
N#Cc1cnc2cc(-c3ccccc3)nn2c1N,?
COc1ccc(C2C(C#N)=C(N)N(c3ccccc3Cl)C3=C2C(=O)CCC3)cc1O (stereo not drawn),2%
CCN(CC)c1nc2ncn(CC(=O)Nc3cc(C)cc(C)c3)c(=O)c2s1,14%
Cc1cccc(S(=O)(=O)N2CCc3c(C(=O)NCCCN4CCCCC4)cccc32)c1,-28%
NC(=O)CNC(=O)c1cccc(Cl)c1,27%
Cc1ccc(CNC(=O)c2ccc(NC(=O)c3nsc4ccccc34)cc2)cc1,?
O=C(NCc1cccs1)c1ccc2c(c1)OCCN(CCC(F)(F)F)C2,-11%[86.2 µM]
C[C@@H]1C(=O)O[C@H]2[C@H]1CC[C@@]1(C)Cc3sc(NS(=O)(=O)c4ccc(F)cc4)nc3[C@@H](C)[C@H]21,-6%
Cc1nc2nc(NCc3ccccc3)[nH]n2c(=O)c1CCO,?
COCc1nc(CCNC(=O)C(C)Oc2ccccc2)no1 (stereo not drawn),-5%
COc1cc2c(cc1OC)CN(CC(=O)Nc1ccc(F)cc1)CC2,-21%
CC(C)N1CC[C@@H]2[C@H]1C(=O)NC[C@H](CCC(=O)NCc1ccc(F)cc1)N2C,-44%[86.2 µM]
Cc1ccc(NC(=O)CSc2nnc3scc(-c4ccccc4)n23)cc1,-19%
COc1ccc(/C(C)=N/Nc2nc3ccccc3nc2C)cc1OC,?
CCCCOc1c(CNC2(CO)CCCC2)cccc1OC,17%
COc1ccc(OC)c(CNC(=O)c2ccc(NC(=O)c3nsc4ccccc34)cc2)c1,?
COc1ccc(-c2nnc(SCC(=O)NC(C)c3ccc4c(c3)CCCC4)o2)cc1 (stereo not drawn),-22%
Cc1ccc(NC(=O)c2ccc(NC(=O)C3=CSCCO3)cc2)cc1C,1%
O=C(CCc1c[nH]c2ccccc12)NCCCN1CCCCC1,9%
COc1cc(C(O)P(=O)(OCC(C)C)c2ccc(N(C)C)cc2)cc(OC)c1OC (stereo not drawn),-11%
CC(=O)Nc1ccc(NC(=O)CN2C(=O)NC(c3ccccc3Cl)C3=C2COC3=O)cc1 (stereo not drawn),26%
Cc1cc(C)c2nc(SCC(=O)NC(N)=O)cc(C)c2c1,18%
CC(C)COc1ccc(C(=O)N/C(=C/c2cccc([N+](=O)[O-])c2)C(=O)O)cc1,22%
Cc1onc(-c2cnn(C)c2NCc2ccc(C#N)cc2)c1C(=O)N(C)c1cccnc1,-19%[86.2 µM]
Cc1ccc(NC(=O)CCc2cc(C(C)(C)C)c(O)c(C(C)(C)C)c2)cc1,10%
CCc1ccc(NC(=O)C2CCCN(S(=O)(=O)c3ccc4c(c3)oc(=O)n4C)C2)cc1 (stereo not drawn),4%
C=CCNC(=O)CN1CCN(c2nc(-c3ccccc3)c3ccccc3n2)CC1,18%
O=C(Cn1ccc(=O)[nH]c1=O)NC(c1ccc(F)cc1)c1cccs1 (stereo not drawn),-4%
CC(C)CC(=O)N(Cc1ccccc1)S(=O)(=O)c1ccc2c(c1)oc(=O)n2C,5%
CCOC(=O)c1c(C)c(C(=O)Nc2ccc(F)c(Cl)c2)c(C)n1C,-10%
COc1ccc(Nc2nc(N)c(C(=O)c3ccc(OC)c(OC)c3)s2)cc1,?
Cc1cc(C(=O)N/N=C/c2ccc(C)s2)n[nH]1,-1%
Cc1cc(C)c(Cn2c3ccccc3c3cnn(CC(=O)NCc4ccc(Cl)cc4)c(=O)c32)c(C)c1,-12%
Cc1cc(=O)[nH]c2nnc(SCC(N)=O)n12,-20%
O=C(NC1CC1)c1ccccc1OCC1CCCN(Cc2cccc3[nH]ccc23)C1 (stereo not drawn),?
Cc1nc(C)c(C(=O)N2C[C@@H](Oc3cccnc3)C[C@H]2C(=O)NC2CC2)s1,2%
CCCCCCC(C)Oc1ccc(-c2ccc(-c3ccc(CCCCC)cc3)nc2)cc1 (stereo not drawn),8%
COc1cccc(CNC2CCCC2)c1OCc1ccccc1F,-26%
Cc1cc(C)cc(NC(=O)Cn2cc(S(=O)(=O)NC(C)(C)C)c(S(=O)(=O)NC(C)(C)C)c2)c1,-14%
CSc1ccccc1C(=O)Nc1ccccc1Sc1ccccc1,5%
NC(=O)CNC(=O)c1cc2n(n1)CC(c1ccc(Br)cc1)OC2 (stereo not drawn),-7%
Cc1ccccc1C(=O)NCc1nnc2c(-c3nc(C(C)C)no3)cccn12,?
CN(C)c1oc(/C=C/c2ccc(F)cc2)nc1C#N,?

# Other records:
structure,KDM5B inhibitor
COc1ccc2sc(N(CCN(C)C)C(=O)/C=C/c3cccs3)nc2c1,-12%
Cc1nc(C)c(C(=O)NCCc2ncc(C)n2C2CCC2)s1,19%
CN(Cc1ccco1)C(=O)c1cc2ccc(OC(F)(F)F)cc2[nH]1,15%
NC(=O)c1nc(Nc2ccccc2)sc1NC(=O)C12CC3CC(CC(C3)C1)C2,4%
O=C(Nc1nnc(C2CC2)s1)c1ccc2ccccc2n1,-3%
CC1CCC2(CC1)NC(=O)N(CC(=O)NC(C)(C)C)C2=O (stereo not drawn),19%
CN1C[C@@H](NC(=O)c2ccccc2)C[C@H]1c1nc(-c2ccc3c(c2)OCO3)no1,-19%[86.2 µM]
O=C(CSc1nnc(CNC(=O)c2ccccc2F)n1-c1ccccc1)Nc1ccccc1F,-7%
COCCCNC(=O)c1cc2n(n1)CCCN(Cc1ccc(C)cc1)C2=O,0%
CC(=O)N(c1cccc(Cl)c1)C1C=CS(=O)(=O)C1 (stereo not drawn),17%
NC1CCc2nn(CC(=O)NCCOc3ccccc3)c(=O)n2CC1 (stereo not drawn),7%
COC(=O)C1=CN(Cc2ccco2)C=C(C(=O)OC)C1c1ccccc1,?
COc1cc(-c2nc(SCC(=O)Nc3ccc(C)cc3)c(-c3ccc(F)cc3)[nH]2)cc(OC)c1OC,?
CC(C#N)OC(=O)c1ccccc1Cc1ccccc1 (stereo not drawn),4%
N#Cc1c(NC(=O)CSc2nc3ccccc3[nH]2)sc2c1CCC2,-2%
O=C(Cn1c(=O)n(Cc2ccc(C(=O)NCc3ccccc3Cl)cc2)c(=O)c2ccccc21)Nc1ccc(F)c(Cl)c1,?
Cc1cc(C)c(S(=O)(=O)NCC(c2ccc(N(C)C)cc2)N2CCc3ccccc32)c(C)c1 (stereo not drawn),?
O=C(c1nccc2ccccc12)N1CC(N(Cc2cccnc2)C(=O)Nc2ccccc2)C1,-4%
Cc1ccc(CN2CC[C@@H]3[C@H]2C(=O)NC[C@H](CCC(=O)Nc2ccccc2)N3C)cc1,7%[86.2 µM]
Cn1cc(C(C(=O)O)N2CCN(C=O)CC2)c2ccc(C(=O)O)cc21 (stereo not drawn),?

# Five entries from above, with the structure last.
KDM5B inhibitor	Compound
7%	NC1CCc2nn(CC(=O)NCCOc3ccccc3)c(=O)n2CC1 (stereo not drawn)
?	COC(=O)C1=CN(Cc2ccco2)C=C(C(=O)OC)C1c1ccccc1
?	COc1cc(-c2nc(SCC(=O)Nc3ccc(C)cc3)c(-c3ccc(F)cc3)[nH]2)cc(OC)c1OC
4%	CC(C#N)OC(=O)c1ccccc1Cc1ccccc1 (stereo not drawn)
-2%	N#Cc1c(NC(=O)CSc2nc3ccccc3[nH]2)sc2c1CCC2

# Remaining list, next part
structure,KDM5B inhibitor
COC(=O)c1noc(-c2ccc(Cl)cc2)n1,17%
COc1ccc(Cl)cc1NS(=O)(=O)c1cccc2cccnc12,22%
CSc1ccc(Cl)c(C(=O)OCC(=O)NCc2ccc3c(c2)OCO3)c1,-28%
O=C(c1ccc2c(c1)OCO2)N1CCC(c2n[nH]c(=O)n2Cc2ccc(F)cc2)CC1,33%[activator]
COc1cc(OC)cc(C(=O)Nc2c(C(=O)Nc3ccc(F)cc3)oc3ccccc23)c1,72%[activator]
O=C(c1cccc(OC2CN(C3CCCCCC3)C2)c1)N1CCOCC1,8%
CCN1CCN(C(c2ccccc2)c2sc3nc(-c4ccco4)nn3c2O)CC1 (stereo not drawn),-3%
CCN(CCCNC(=O)c1cc2c(=O)n(CC)c3ccccc3c2s1)c1ccccc1,?
CC(=O)N1CCn2c(nn(-c3ccc([N+](=O)[O-])cc3)c2=O)C1,-30%[86.2 µM]
COCCN(Cc1ccccc1F)C(=O)c1cnc(Nc2ccccc2)nc1,-20%
Cc1ccc(NC(NC(=O)C(C)(C)C)C(Cl)(Cl)Cl)cc1 (stereo not drawn),13%
O=C(Cn1c(=O)oc2ccccc21)N1CCC(N2CC3CC(C2)[C@H]2CCCC(=O)N2C3)CC1 (stereo partly drawn),?
O=C(c1cc2ccccc2[nH]1)N1CCC2(CCCCO2)CC1,8%
O=C1[C@H]2CN(Cc3ccc(F)c(Cl)c3)C[C@H]2C(=O)N1CCc1ccccc1,13µM*
Cn1ccnc1C(=O)N1C[C@@H](Oc2cccnc2)C[C@H]1C(=O)NC1CC1,-28%
COC(=O)c1cncc(C(=O)OC)c1,13%
O=c1c2ccccc2ncn1-c1ccc(Cl)cc1Cl,-3%
Cc1cc(-c2ccc(S(=O)(=O)Nc3ccccc3F)s2)on1,?
CC(C)c1ccc(C2/C(=C(\O)c3ccc4c(c3)OCCO4)C(=O)C(=O)N2c2nccs2)cc1 (stereo not drawn),-10%
O=c1oc2ccc(Cl)cc2nc1/C=C(\O)c1cccs1,?

# KDM5B inhibitor, entries above that show a hit.
structure,KDM5B inhibitor
O=C1[C@H]2CN(Cc3ccc(F)c(Cl)c3)C[C@H]2C(=O)N1CCc1ccccc1,13µM*

# Following part
structure,KDM5B inhibitor
CCCNC(=O)C1CN(C(=O)c2nn(-c3ccccc3)c(=O)c3ccccc23)c2ccccc2O1 (stereo not drawn),-16%
CC(C)NC(=O)N1CCC(N2CC(OCC3CC3)C23CCCCC3)CC1 (stereo not drawn),14%
Cc1nnc(NC(=O)CSCc2cc(=O)c3cc(Cl)ccc3[nH]2)s1,-18%
COc1ccc(F)cc1-c1cccc(C(=O)O)c1,-13%[149 µM]
CC(C)(O)C#Cc1ccc(CN2CCC(CO)(CCCc3ccccc3)CC2)cc1,?
Clc1ccc2nc(-c3cccs3)c(Nc3ccc4c(c3)OCCO4)n2c1,-17%
COc1ccc2c(c1)CCN=C2C[C@H]1CN(C(=O)C(C)(C)C)CC[C@H]1CC(=O)O,-4%[86.2 µM]
O=C1Nc2ccccc2C12CN(Cc1ccc(C(F)(F)F)cc1)C2,-13%[149 µM]
Cc1noc(C)c1CC(=O)N[C@@H]1CN(c2ccccn2)C[C@H]1CN(C)C,32µM*
NC(=O)[C@H](CC1CCCCC1)NC(=O)[C@@H]1CN(C(=O)c2cccnc2)CCN1C(=O)C1CCCCC1,-9%
COc1ccc(C(=O)CC(=O)C(=O)Nc2ccc(C)cc2Cl)cc1,?
Cc1ccc2oc(C(=O)Nc3nonc3-c3cccs3)c(C)c2c1,-5%
COc1ccc(S(=O)(=O)NCC(=O)N(CC(=O)NCC2CCCO2)Cc2ccccc2)cc1 (stereo not drawn),-18%
O=C(c1nc(-c2ccc(Cl)nc2)c2ccccn12)N1CCCC1,?
COc1cc(-c2onc(C)c2C(=O)NCc2cccc(F)c2F)cc(OC)c1OC,32µM*
COC(=O)c1ccc(C)c(NC(=O)c2cc(=O)c3cc(C)ccc3o2)c1,8%
CC(=O)c1ccc(NC(=O)CSc2ccc(-c3ccco3)nn2)cc1,-3%
O=C(c1ccccn1)N1CCC(c2cc(-c3ccc(F)cc3)n[nH]2)CC1,?
CC1CCN(C(=O)c2ccccc2OCC2CCCN(C(=O)c3ccncc3)C2)CC1 (stereo not drawn),-3%
CCN(CC)C(=O)[C@@H]1C[C@H](NC(=O)c2cc(C)no2)CN1Cc1ccco1,-22%
Cc1ccc(CN2CCC(N3CCCCCC3=O)CC2)cc1,-13%[86.2 µM]
COC(=O)c1ccc(NC(=O)CCc2c(C)nc3c(c2C)c(=O)n(C)c(=O)n3C)cc1,-22%
CCc1ccc(NC(=O)c2ccc3c(c2)N(Cc2ccc(C)cc2)CCS3)cc1,?
COc1ccccc1C(c1ccc(C)o1)c1ccc(C)o1,-9%
O=C(CCc1ncc(-c2ccccc2Cl)o1)N1CCN(S(=O)(=O)c2ccc(F)cc2)CC1,3%
CC(=O)c1ccc(NC(=O)NCCCN(C)CC(F)(F)F)cc1,26%
CCCCn1c(N)c(N(C)C(=O)c2c(C)nn(-c3ccccc3)c2C)c(=O)[nH]c1=O,-6%
CC1(C)CC(NC(=O)c2cc3ccccc3cc2NC(=O)C2CC2)CC(C)(C)N1,6%
COc1ccc(-c2nn(-c3ccccc3)cc2C(=O)NCC(C)(C)N2CCOCC2)cc1OC,7%
Cc1cccc(OCCSC(C)C(=O)NC(C)(C)C)c1 (stereo not drawn),18%
